# Cy5 interf NS3h: counter-screen for HCV NS3 helicase inhibitors: fluorescence interference | Cy5-dT15 DNA with NS3h; actives lie on both sides; signal over control mean, under 1 quenches | fluorescence interference ratio at 100 µM | hit rate 6% among 16,000 | AID 720488;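 active = compound fluorescence over control fluorescence at most 0.8, a quencher, or at least a set upper limit, an enhancer; inactive = ratio between 0.8 and the set upper limit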
# NS3h inh CB: hepatitis C NS3 helicase inhibition, primary screen; NS3h Cy5-dT15 DNA binding, fluorescence polarization; inhibition, % at 100 µM; hit rate 1.6% among 16,000; AID 687043;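 active = inhibition above the average over every tested compound plus 3 SD, cut at about 40% in these data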
# Starred values were filed as active, the others as inactive.
SMILES,Cy5 interf NS3h,NS3h inh CB
COc1cc(/C=C2/C(=O)N(c3ccccc3)N=C2C)cc([N+](=O)[O-])c1O,0.935,4.2
CCOC(=O)c1sc(NC(=O)c2ccc(C)c([N+](=O)[O-])c2)c(C(=O)OCC)c1C,1.1,-5.5
CC1(C)CC(=O)C(C2(C3=C(O)CC(C)(C)CC3=O)C(=O)Nc3ccccc32)C(=O)C1 (stereo not given),0.922,3.2
COC(=O)Cn1cc(/C=C2\C(=O)NC(=O)N(c3cccc(F)c3)C2=O)c2ccccc21,1,-12.5
COc1ccc(-c2cn3ccccc3n2)cc1Br,0.79*,10.6
COc1cccc(OC)c1C(=O)Nc1cccc(C(=O)c2ccccc2)c1,0.946,28.5
COCCN1C(=O)/C(=C\c2ccc(-c3cc(Cl)ccc3Cl)o2)SC1=S,1.02,-1.7
COc1ccccc1CNC(=O)C1CC(=O)N(c2ccc(F)cc2)C1 (stereo not given),1,1.7
Cc1ccc(S(=O)(=O)C(CC(=O)c2ccc(O)cc2)c2ccccc2)cc1 (stereo not given),0.961,-5.4
COc1cccc(C2NC(=S)NC(C)=C2C(=O)Nc2ccccc2Cl)c1OC (stereo not given),0.968,-9.0
CCOC(=O)c1ccc(NC(=O)CN(c2ccc(C)cc2)S(C)(=O)=O)cc1,1.05,20.8
Cc1ccc(NS(=O)(=O)c2ccc([N+](=O)[O-])cc2)cc1,0.942,6.2
CCCOc1nc2ccccc2nc1NS(=O)(=O)c1ccccc1,0.949,-2.6
CC(C)(C)OC(=O)c1ccc([N+](=O)[O-])cc1,1.02,0.9
O=C1CCCC2=C1C(c1ccc([N+](=O)[O-])cc1)C1=C(CCCC1=O)N2c1ccc(Cl)cc1,1.09,1.5
CN1CCN(C2CC(=O)N(c3ccc(Cl)c(Cl)c3)C2=O)CC1 (stereo not given),1.03,5.2
CC(C)=C1C(=O)NN(c2ccc(C)c(Cl)c2)C1=O,0.845,-5.5
CC(=O)Nc1cc(C23CC4CC(CC(C4)C2)C3)ccc1C,0.963,0.0
Cc1c(C(=O)Nc2ccc(I)cc2Cl)oc2ccccc12,0.942,6.2
O=C(c1ccc2c(c1)OCO2)N1CCC(CN2C(=O)c3cccc4cccc(c34)C2=O)CC1,0.852,14.6
Cc1cccc(/C=N\N2CCN(Cc3cccc4ccccc34)CC2)c1,1.01,14.5
O=C(Oc1nn(-c2ccccc2)cc1C(=O)c1ccccc1)c1ccccc1,0.965,12.5
CS(=O)(=O)N(CC(=O)Nc1cccc(Br)c1)c1ccc(Cl)cc1,0.998,2.5
N#CCc1ccc(NC(=O)c2cc(Cl)cc(Cl)c2O)cc1,0.949,-6.3
COc1ccc(CCNC(=O)CN(c2cccc([N+](=O)[O-])c2)S(=O)(=O)c2ccccc2)cc1OC,1.01,13.8
O=[N+]([O-])c1cccc(Nc2ccccc2)c1,1,11.7
CCn1cc(/C=C2/C(=O)NN(c3ccccc3)C2=O)c2ccccc21,0.968,20.1
CCCCCCN1C(=O)C(=O)C(=C(O)c2ccccc2)C1c1ccc(OC)c(OC)c1 (stereo not given),1.06,-1.8
O=C(Cc1ccccc1)N1N=C(c2ccc(Cl)cc2)CC1(O)C(F)(F)F (stereo not given),0.972,7.8
Cc1c(N(CC(=O)O)S(=O)(=O)c2ccccc2)c(=O)n(-c2ccccc2)n1C,1.04,0.0
COc1ccc(N(CC(=O)NC23CC4CC(CC(C4)C2)C3)S(=O)(=O)c2ccccc2)cc1,0.872,30.8
Cc1ccc(Nc2nc3ccc(C)cn3c(=O)c2/C=N\O)cc1,1.07,14.9
COC(=O)C1=C(C)NC2=C(C(=O)c3ccccc32)C1c1ccccc1OCc1ccc(Cl)cc1Cl (stereo not given),0.998,10.9
CCOC(=O)c1c(NC(C)=O)sc(I)c1-c1ccccc1,0.859,-2.5
CCOc1ccc(N(CC(N)=O)S(C)(=O)=O)cc1,0.975,-13.7
CCOc1cc(OCC)cc(C(=O)Nc2cccc([N+](=O)[O-])c2)c1,1.01,13.4
COc1ccc(CCN2C(=O)/C(=C/c3ccc(C)cc3)SC2=S)cc1OC,1.04,-0.7
Cc1ccc(C2CC(C(F)(F)F)n3nc(C(=O)NC(C)C)cc3N2)cc1 (stereo not given),1.01,3.7
O=C1/C(=C\c2ccc(-c3ccc([N+](=O)[O-])cc3Br)o2)SC(=S)N1c1ccccc1,1.05,-0.6
O=C(Nc1c(C(=O)Nc2cccc(Cl)c2)cnn1-c1ccccc1)c1ccccc1Cl,1.16,10.7
Cc1ccc2nsnc2c1NC(=O)S(=O)(=O)c1ccccc1,1,-1.6
Cc1ccc2nc(NC(=O)CSc3nc(C)cc(=O)[nH]3)sc2c1,1.05,-11.5
Cc1ccc(-c2nc3ccccc3o2)cc1NC(=S)NC(=O)c1ccco1,1.1,-10.4
CCc1ccccc1NC(=O)CN(c1ccc(C(C)C)cc1)S(=O)(=O)c1ccccc1,0.995,9.9
Cc1cccc(OC(=O)NCCOC(=O)N(O)c2ccc(Cl)cc2)c1,0.944,10.1

# Some of these compounds in order of their number in NS3h inh CB, descending:
structure | NS3h inh CB
CCOC(=O)c1c(NC(C)=O)sc(I)c1-c1ccccc1 | -2.5
CC(C)=C1C(=O)NN(c2ccc(C)c(Cl)c2)C1=O | -5.5
COc1cccc(C2NC(=S)NC(C)=C2C(=O)Nc2ccccc2Cl)c1OC (stereo not given) | -9.0
CCOc1ccc(N(CC(N)=O)S(C)(=O)=O)cc1 | -13.7

# More compounds follow:
SMILES,Cy5 interf NS3h,NS3h inh CB
C(=C\c1nnc(-c2ccccc2)o1)/c1ccccc1,1.04,25.6
Cc1ccnc(NS(=O)(=O)c2ccc(F)cc2)c1,0.957,0.4
COCCNC(=O)/C=C/c1ccc2c(c1)OCO2,0.933,2.6
O=C(/C=C/c1cc(Br)cs1)Nc1cccc(C(F)(F)F)c1,0.986,14.4
CN(Cc1ccccc1)Cn1[nH]c(=O)ccc1=O,1.03,-0.3
Cc1ccc(C)c(S(=O)(=O)Nc2ccc(Cl)cc2)c1,0.916,9.0
O=C(/C=C/c1ccccc1)NC(=S)Nc1ccccc1,1.08,10.5
Ic1ccc(-c2nc(-c3ccncc3)no2)cc1,1.09,1.6
COc1ccc2oc(-c3ccccc3C)cc(=O)c2c1,0.976,-2.7
COc1ccc(-c2ccc(/C=N\n3cnnc3)o2)c([N+](=O)[O-])c1,0.857,-9.4
O=C(CSc1nnnn1-c1ccccc1)c1ccc(-c2ccccc2)cc1,1.05,6.8
O=C(c1ccc(Cl)cc1)N1CCC(Cc2ccccc2)CC1,0.983,7.8
CCOc1ccccc1NC(=O)C(=O)NCc1ccncc1,0.916,5.2
O=C(CC(C(=O)O)C1CCCO1)NCc1ccccc1 (stereo not given),0.985,-2.8
CCOc1ccc2c(c1)-c1c(ssc1=S)C(C)(C)N2C(=O)c1ccc(OC)c(OC)c1,0.936,-14.1
CS(=O)(=O)N(CC(=O)O)c1cc(Cl)cc(Cl)c1,1.07,-9.3
COc1ccccc1NCn1nnc2ccccc21,0.87,-9.6
Cc1ccc2oc(C(F)F)cc(=O)c2c1,1.09,3.9
Cc1ccc2nc(-c3ccc(O)cc3)sc2c1,0.99,15.9
CC(C)Oc1ccccc1NC(=O)c1cccs1,1.02,1.8
O=c1cc(-c2ccccc2)[nH]n1-c1ccccc1,1.01,3.8
O=C(Nc1cccnc1)Nc1ccccn1,0.948,-13.7
COc1ccc(C2CC(=O)C3=C(C2)Nc2ccccc2NC3c2cc(OC)c(OC)cc2Br)cc1 (stereo not given),0.953,4.2
CC(C)CN1C(=O)/C(=C/c2c(F)cccc2Cl)SC1=S,0.817,7.9
Cc1cc2nc(-c3ccc(NC(=S)NC(=O)c4ccco4)cc3)oc2cc1C,1.06,-7.2
Cc1no[n+]([O-])c1COc1ccc(/C=N\n2nnnc2N)cc1,1.1,14.5
CC(C)OC(=O)C1C(=O)CC(C)(O)C(C(=O)OC(C)C)C1c1cccc(F)c1 (stereo not given),1.04,10.4
CC(=O)Nc1ccc(C(=O)N2CCc3ccccc3C2)cc1,1.08,0.0
Cn1c2c(c3cc(F)ccc31)CCCC2=O,0.911,-6.1
COc1ccccc1C(=O)O/N=C1\CCCc2c1ccc(OC)c2[N+](=O)[O-],0.741*,21.7

# Full records from above. Order of values: Cy5 interf NS3h | NS3h inh CB
# Listed for CS(=O)(=O)N(CC(=O)O)c1cc(Cl)cc(Cl)c1 → 1.07 | -9.3
# Listed for CC(=O)Nc1ccc(C(=O)N2CCc3ccccc3C2)cc1 → 1.08 | 0.0
# Listed for CC(C)Oc1ccccc1NC(=O)c1cccs1 → 1.02 | 1.8

# (more compounds)
SMILES,Cy5 interf NS3h,NS3h inh CB
N#CC1=C(SCc2ccccc2)NC(=O)C(C#N)C12CCCCC2 (stereo not given),0.942,2.6
CCCCCCN1C(=O)C(O)=C(C(C)=O)C1c1cccc([N+](=O)[O-])c1 (stereo not given),1.02,-4.9
CN1C(=O)/C(=C/c2ccc(OC(=O)c3ccco3)cc2)SC1=S,0.954,-13.7
COc1cc(NC(=O)c2ccc([N+](=O)[O-])cc2)ccc1NC(=O)c1cc2ccccc2o1,1.07,4.1
Cc1ccoc1C(=O)Nc1ccccc1,1.04,0.3
CCOC(=O)c1ccc(NC(=O)C2CN(S(=O)(=O)c3ccccc3)CCN2S(=O)(=O)c2ccccc2)cc1 (stereo not given),1.02,3.6
Cc1ccccc1C(=O)Nc1cccc(N)c1,0.972,5.7
COc1ccc(C(=O)Nc2ccccc2C(=O)N2CCOCC2)cc1,0.95,-2.8
COc1ccc(C(=O)NCC(C)c2ccccc2)cc1OC (stereo not given),1.07,9.7
O=C(O)CCN1C(=O)c2ccc(C(=O)c3cccc([N+](=O)[O-])c3)cc2C1=O,0.882,-7.5
O=c1[nH]c(SCCOc2ccccc2F)nc2ccccc12,0.97,-8.4
O=S(=O)(c1ccc2ccccc2c1)N1CCc2ccccc2C1,1.06,22.4
COc1cc(/C=C2\C(=O)NN(c3ccccc3)C2=O)cc(Br)c1OCC(=O)O,1.06,29.0
C=CCc1c(C)nc(-c2ccccc2)nc1Nc1ccc(C(=O)O)cc1,0.881,6.0
CCOC(=O)C1=C(C)NC(C)=C(C(=O)OCC)C1c1ccc(N(C)C)cc1,0.948,11.5
O=C(Nc1ccc(Cl)cc1)Nc1nnc(COc2ccccc2F)s1,0.958,15.6
COC(=O)C1=C(C)NC2=C(C(=O)CCC2)C1c1coc2ccccc2c1=O (stereo not given),1.02,-3.9
CC(=O)n1cc(Nc2ccccc2O)c2ccccc21,1.03,4.2
Cc1ccc(C(C)C)c(OCC(=O)Nc2cccc(-c3nc4ncccc4o3)c2C)c1,0.952,-6.1
COc1ccc(OC)c(CN2CCN(Cc3ccc(OC)c(OC)c3)CC2)c1,1.12,-5.8
O=C(NC(=S)Nc1ccc2oc(-c3ccc(Cl)cc3)nc2c1)c1ccco1,1.04,16.5
CN(C)/C=C(/Cl)C=C1C(=O)c2ccccc2C1=O,0.757*,12.3
CCN1C(=O)C(=Cc2ccc(-c3cccc(C(=O)O)c3)o2)C(=O)N(CC)C1=S,1.23*,53.5*
COc1ccc(-c2cc(C(=O)Nc3ccc([N+](=O)[O-])cc3)c3ccccc3n2)cc1,0.99,9.9
COc1cc(C)nc(Nc2nc(C)c3ccc(C)cc3n2)n1,0.905,4.7
CC(=O)Nc1ccccc1NC(=O)c1ccc(Br)cc1,1.22*,9.1
O=C1NC(=O)N(c2ccc(Cl)cc2)C(=O)/C1=C/c1cc(I)c(O)c([N+](=O)[O-])c1,1.02,77.5*
NC(=O)C1CCN(C(=O)c2cccc(F)c2)CC1,1.06,-1.0
Cc1ccc(OCC(=O)Nc2cc(C)ccc2C)cc1,1.01,4.8
COc1cc(/C=N/N2CCN(Cc3ccc(C)cc3)CC2)cc(Br)c1O,0.841,1.7
COCCCNC(=O)c1ccc(CN(c2ccccc2)S(C)(=O)=O)cc1,0.792*,7.8
Cc1ccc2oc(-c3ccc(NC(=O)c4ccc(C(C)(C)C)cc4)cc3O)nc2c1,1.03,10.0
COc1ccc(Cl)cc1NC(=O)c1cc(-c2ccccc2)nc2ccccc12,1.09,10.6
O=[N+]([O-])c1cc(C(F)(F)F)ccc1N1CCN(S(=O)(=O)c2ccccc2)CC1,0.974,10.6
O=C1NC(=O)N(c2ccc(Cl)cc2)C(=O)/C1=C/c1ccc(-c2ccccc2C(=O)O)o1,1.16,44.5*
Cc1cc(OCC(=O)Nc2cc([N+](=O)[O-])ccc2Cl)cc(C)c1Cl,0.542*,7.7
COc1ccc(N(CC(=O)O)S(C)(=O)=O)cc1Cl,1,-1.6
CCOc1ccc(C(=O)Nc2ccc(-c3cc4ccccc4oc3=O)cc2)cc1,0.94,-4.5
CC(=O)NC12CC3CC(CC(CCC(=O)O)(C3)C1)C2,0.852,-1.4
Cc1ccc(C(=O)NC2Sc3ccccc3N=C2c2ccccc2)cc1 (stereo not given),0.879,8.8
COc1cc(-c2nc(-c3ccccc3)c(-c3cc([N+](=O)[O-])ccc3C)[nH]2)cc(OC)c1OC,0.983,6.9
COCCOC(=O)c1c(C)oc2ccc(OCc3ccc(F)cc3)cc12,0.933,14.2
COc1cccc(OC)c1C(=O)NCc1ccc(S(N)(=O)=O)cc1,1.04,3.3
Cc1nc(Nc2nc3ccccc3o2)[nH]c(=O)c1C,0.892,8.8
N/C(=N/OC(=O)c1ccccc1F)c1ccc(Br)cc1,1.04,-3.4
CCOc1ccc2oc(C)c(C(=O)O)c2c1,0.945,8.8
Cc1nn(-c2ccc(I)cc2)c(C)c1-c1cccc([N+](=O)[O-])c1,0.947,6.0
CC(C)N(CCC#N)S(=O)(=O)c1ccc(-c2ccc([N+](=O)[O-])cc2)cc1,0.99,19.9
O=C(Nc1ccc(Cl)c(Cl)c1)C1C2CCC3C(CCC21)C3(Cl)Cl (stereo not given),0.955,3.7
Cc1cccc(NC(=O)C2CCCN2C(=O)OC(C)(C)C)c1 (stereo not given),1.03,-0.6

# Source: PubChem BioAssay
